From PubChem
p97 ATPase inh = blocks human p97 ATPase activity | P55072 | recombinant p97 ATPase, Kinase-Glo ATP luminescence, 3 h | inhibition, % at 8 µM | actives 0.42% (n = 220,000) | AID 1481; in the data active means inhibition above about 15%;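 further: 0% = DMSO vehicle and 100% = wells lacking enzyme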
14-3-3 Bad PPI = disrupts binding of bovine 14-3-3 zeta to phospho-Bad peptide; actives 0.71% (n = 220,000); P63103; TR-FRET 14-3-3zeta/Dy647-pBad peptide displacement, 1 h; inhibition, % at 21.7 µM;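 active means inhibition above about 70%, limit read from the data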;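 further: 0% = full 14-3-3 plus peptide FRET controls and 100% = background without 14-3-3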
Wee1 degr inh = blocks degradation of human Wee1 kinase; reporter increase, % at 5 µM; P30291; AID 1321; actives 1.2% (n = 220,000); HeLa Luc-Wee1K328M stability, luciferase luminescence; 100% = proteasome inhibitor MG132 effect;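 active means activation above the mean of all tested compounds plus 3 SD, set per screening run, cut at about 8.8% in these data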;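 further: cells exposed to compound for 20 h before luminescence read; 0% = DMSO alone and 100% = MG132 at 30 µM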
FXIa inh = blocks human coagulation factor XIa protease activity; P03951; purified FXIa, Boc-Glu-Ala-Arg-AMC fluorogenic substrate; inhibition, % at 5 µM; actives 0.14% (n = 220,000); AID 798;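 active means inhibition of at least 40%; inactive means inhibition below 40%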;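 further: fluorescence of freed AMC excited at 355 nm; 0% = enzyme without compound and 100% = no enzyme blank; many of its hits are not listed in these tables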
FXIIa inh = blocks human coagulation factor XIIa protease activity; purified FXIIa, Boc-QGR-AMC fluorogenic substrate, 2 h; P00748; inhibition, % at 5 µM; actives 0.3% (n = 220,000); in the data active means inhibition above about 40%;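 further: 0% = enzyme with no compound and 100% = blank without enzyme; many of its hits are not listed in these tables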
KLK5 inh = kallikrein 5 (human) inhibition; Q9Y337; recombinant hK5, fluorogenic AMC substrate cleavage; inhibition, % at 5 µM; actives 0.59% (n = 210,000);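 active means inhibition of 40% or more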;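 further: 0% = enzyme controls without compound and 100% = no-enzyme blanks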
Target sequence (Q9Y337 67-293 limits assumed): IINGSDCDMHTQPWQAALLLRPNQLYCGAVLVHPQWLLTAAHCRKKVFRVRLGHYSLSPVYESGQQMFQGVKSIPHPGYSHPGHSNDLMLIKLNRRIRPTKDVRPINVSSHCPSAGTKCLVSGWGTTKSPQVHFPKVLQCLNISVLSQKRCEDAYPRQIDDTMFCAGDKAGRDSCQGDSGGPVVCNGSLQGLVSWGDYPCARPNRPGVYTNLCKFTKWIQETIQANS
MDM2 E3 inh = inhibitors of human Mdm2 E3 ubiquitin ligase | signal enhancement, % at 5 µM | cell-based MDM2 ubiquitination luciferase reporter, 2 h; 0 = plate control, 100 = twice control, blank-subtracted | Q00987 | actives 0.11% (n = 210,000) | AID 1230;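 active means signal enhancement of 30% or more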;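 further: luminescence tracks abundance of the self-degrading MDM2-luciferase fusion protein; higher signal means inhibition of MDM2 E3 ligase activity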
Target sequence (Q00987 whole entry, looked up, the tested form may be a part): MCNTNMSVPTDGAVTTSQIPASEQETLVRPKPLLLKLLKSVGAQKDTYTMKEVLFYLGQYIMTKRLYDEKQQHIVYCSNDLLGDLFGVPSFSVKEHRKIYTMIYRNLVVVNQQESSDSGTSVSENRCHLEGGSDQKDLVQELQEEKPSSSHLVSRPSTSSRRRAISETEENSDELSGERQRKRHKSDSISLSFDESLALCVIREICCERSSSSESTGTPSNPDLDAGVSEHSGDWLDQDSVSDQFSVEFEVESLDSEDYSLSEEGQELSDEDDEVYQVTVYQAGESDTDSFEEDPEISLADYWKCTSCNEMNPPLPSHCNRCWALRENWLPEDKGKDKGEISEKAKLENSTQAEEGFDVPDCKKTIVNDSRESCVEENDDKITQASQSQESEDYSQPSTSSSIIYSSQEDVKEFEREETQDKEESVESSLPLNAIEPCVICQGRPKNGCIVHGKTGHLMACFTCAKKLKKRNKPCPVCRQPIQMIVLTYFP
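Buffer or medium: Cells held in DMEM | Assay system: Stable mammalian line carrying autodegrading MDM2–luciferase fusion reporter | Quantity: 2000 cells/well | Times: 4 h settle plus 2 h compound, 37 °C | Doses: One concentration, 5 µM, with 0.2% DMSO | Technique: Luminescence with SteadyLite reagent, 15 min at room temperature | Benchmarks: Plate controls and plate blanks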
eIF4E 4G PPI = inhibitors of eIF4E and eIF4G interaction in translation initiation. P63073+Q04637. TR-FRET eIF4E-eIF4GI(517-606) binding, 2 h. inhibition, % at 21.7 µM. actives 0.37% (n = 220,000). AID 782;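 active means inhibition above about 30%, limit read from the data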;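 further: 0% = full FRET control wells and 100% = background wells lacking eIF4GI fragment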
Rad51 HR inh = blocks human Rad51 in homologous recombination; inhibition, % at 10 µM; AID 1385; Q06609; actives 0.085% (n = 200,000); hRad51 DNA strand exchange, fluorescence dequenching;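 active means inhibition above 40% at the single screening dose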;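 further: 0% = DMSO control wells and 100% = blanks with heterologous ssDNA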
Target sequence (Q06609 whole entry, looked up): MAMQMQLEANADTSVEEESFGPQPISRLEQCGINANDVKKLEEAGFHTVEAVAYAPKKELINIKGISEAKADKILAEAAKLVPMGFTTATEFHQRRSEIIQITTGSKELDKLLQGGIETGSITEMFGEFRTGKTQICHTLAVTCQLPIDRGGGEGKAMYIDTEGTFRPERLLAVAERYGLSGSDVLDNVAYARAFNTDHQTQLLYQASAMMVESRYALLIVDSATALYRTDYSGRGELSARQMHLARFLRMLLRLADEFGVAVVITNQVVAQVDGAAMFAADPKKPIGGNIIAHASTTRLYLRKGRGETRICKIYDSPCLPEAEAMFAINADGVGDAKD
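Test system: preformed human Rad51 ssDNA filaments. Compound dosing: single dose, 10 µM final compound. Incubation: filaments 15 min 37 °C, then compound 30 min. Technique: FRET fluorescence dequenching, excitation 485 nm, emission 520 nm. Read-out basis: percent inhibition from fluorescence, normalised to plate control and blank means. Benchmarks: plate controls and plate blanks.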
Active calls of the source: *; / = not tested or not shown; [ ] = another dose, or the depositor's remark.

SMILES	p97 ATPase inh	14-3-3 Bad PPI	Wee1 degr inh	FXIa inh	FXIIa inh	KLK5 inh	MDM2 E3 inh	eIF4E 4G PPI	Rad51 HR inh
O=C(CSc1ncccn1)Nc1cc(Cl)ccc1[N+](=O)[O-]	0	9	0	-4	8	-2	-8	-3	-4
CC(C(=O)Nc1cccc([N+](=O)[O-])c1)N(c1ccccc1)S(C)(=O)=O (stereo not drawn)	3	-4	-1	-2	7	-3	-4	1	16
CCOC(=O)c1ccc(NC(=O)/C=C/c2cccs2)cc1	-1	-1	11*	-2	0	-12	-13	-5	12
CCn1c(COc2ccccc2C)nnc1SCC(=O)OC	5	-7[fluorescence artefact?]	-2	-3	-16	-17	-7	-11[fluorescence artefact?]	-5
Cc1ccc(S(=O)(=O)N2CCCC(C(=O)Nc3cccnc3)C2)cc1 (stereo not drawn)	-4	1	-2	3	12	4	-10	-5[fluorescence artefact?]	-5
O=C(CSc1ncn[nH]1)OCN1C(=O)c2ccccc2C1=O	1	-14	3	4	13	-19	-14	13	-4
Cc1ccccc1C(=O)c1c[nH]c(C(=O)NCC2CCCO2)c1 (stereo not drawn)	-1	-6	-1	8	20	-20	-17	-8	-7
O=C(C1=COCCO1)N1CCN(C(c2ccccc2)c2ccccc2)CC1	-5	-20	2	-4	10	-27	-14	-2[fluorescence artefact?]	-6
COCCCNC(=O)CS(=O)(=O)Cc1nc(-c2cccc(OC)c2)oc1C	1	23[fluorescence artefact?]	-2	2	14	-14	-12	2[fluorescence artefact?]	-33
Cc1cc2ccccc2n2c(SCC(=O)N3CCc4ccccc4C3)nnc12	1	8[fluorescence artefact?]	0	10	19	1	/	3	-8
Cc1ccc(S(=O)(=O)CCc2nnc(NC(=O)c3cnccn3)s2)cc1	4	-3	0	2	8	3	/	-13	4
COc1ccccc1C(=O)OCC(=O)Nc1cc(S(=O)(=O)N2CCOCC2)ccc1N1CCCC1	1	-8	5	-3	6	-1	3	1	3
CCCCC(=O)N(Cc1ccc(F)cc1)C1CCS(=O)(=O)C1 (stereo not drawn)	2	1	-1	-4	3	-7	-6	6	11
Cc1onc(-c2ccccc2)c1C(=O)Nc1ccncc1	5	27	-2	4	15	-7	-6	6[fluorescence artefact?]	9
COc1ccc(-c2csc(NC3OC(=O)c4ccccc43)n2)cc1 (stereo not drawn)	1	-8	2	-2	1	-4	-1	0	/
COc1cc(OC)c(S(=O)(=O)N2CCCCC2)cc1S(=O)(=O)N1CCCCC1	0	-3	-2	-4	13	-8	-4	2[fluorescence artefact?]	12
Cc1nnc(NC(=O)Nc2ccc(Cl)c(Cl)c2)s1	-1	10[fluorescence artefact?]	-3	5	9	-26	-5	-1[fluorescence artefact?]	-3
COc1cc(CCN2C(=O)N[C@@H](CCc3ccccc3)C(C(C)=O)=C2C)cc(OC)c1OC	-2	9[fluorescence artefact?]	1	0	6	9	/	-1[fluorescence artefact?]	7
S=C(NCC1COc2ccccc2O1)Nc1ccc(Br)cc1 (stereo not drawn)	2	-2	0	7	12	-14	0	12[fluorescence artefact?]	4
Nc1nc(SCC(=O)N2CCOCC2)[nH]c(=O)c1-c1ccccc1	7	-9	1	0	7	4	-8	3	6

Some of these compounds in order of SMILES length, low to high.
SMILES	p97 ATPase inh	14-3-3 Bad PPI	Wee1 degr inh	FXIa inh	FXIIa inh	KLK5 inh	MDM2 E3 inh	eIF4E 4G PPI	Rad51 HR inh
CCOC(=O)c1ccc(NC(=O)/C=C/c2cccs2)cc1	-1	-1	11*	-2	0	-12	-13	-5	12
O=C(CSc1ncccn1)Nc1cc(Cl)ccc1[N+](=O)[O-]	0	9	0	-4	8	-2	-8	-3	-4
Cc1cc2ccccc2n2c(SCC(=O)N3CCc4ccccc4C3)nnc12	1	8[fluorescence artefact?]	0	10	19	1	/	3	-8
COc1cc(CCN2C(=O)N[C@@H](CCc3ccccc3)C(C(C)=O)=C2C)cc(OC)c1OC	-2	9[fluorescence artefact?]	1	0	6	9	/	-1[fluorescence artefact?]	7

Next part:
SMILES	p97 ATPase inh	14-3-3 Bad PPI	Wee1 degr inh	FXIa inh	FXIIa inh	KLK5 inh	MDM2 E3 inh	eIF4E 4G PPI	Rad51 HR inh
CN(CCc1nc2ccc(Cl)cc2[nH]1)Cc1nc(CC2CC2)no1	2	-10	4	16	28	/	-19	1	-29
CCOCCCNC(=O)C(NC(=O)Cc1c[nH]c2ccccc12)c1ccccc1 (stereo not drawn)	0	-3	1	10	13	-2	-4	1	8
CCN(C(=O)CSc1ncccc1C(=O)O)C1CCCCC1	2	-5	8	-1	6	0	0	1	-2
Cc1cc(/C=c2\sc3nc4ccccc4n3c2=O)c(C)n1-c1ccc(C(=O)O)cc1	-2	18	7	0	7	-4	-17	7	-38
C(=N\Nc1ccc2nncn2n1)/c1ccccn1	-2	-4	4	-4	10	9	-4	-2	4
COC(=O)Cn1nnc(N2CCOCC2)n1	3	-14	-1	2	7	-1	-17	-2	-11
O=C(COc1ccc(C(=S)N2CCOCC2)cc1Cl)Nc1ccccc1Cl	5	-11	0	-1	7	6	5	6	-18
CCOC(=O)C1CCN(C(=O)c2ccccc2Oc2ccccc2)CC1	-4	-1[fluorescence artefact?]	1	2	16	-4	0	-4[fluorescence artefact?]	-7
Cc1oc2cc(OCc3cnn(-c4ccccc4)c3)ccc2c(=O)c1Oc1ccccc1F	3	-27[fluorescence artefact?]	-2	2	4	-19	-9	-2[fluorescence artefact?]	4
CN1C(=O)C(C(=O)NC(C)(C)C)C2c3ccccc3OC13CCCCC23 (stereo not drawn)	-4	13	0	-7	8	3	-18	3	1
Cc1cc(CN(C)C(=O)CCc2nnc(Cc3cccc(C(F)(F)F)c3)o2)on1	-1	-1	-1	4	8	/	-8	4	8
Cc1ccc(S(=O)(=O)N2CCN(CC(=O)N/N=C\c3ccncc3)CC2)cc1	1	-7	0	-2	6	-2	-11	0	/
Cc1oc(-c2ccccc2F)nc1CN1CCC(C(=O)NCc2ccco2)CC1	-6	7[fluorescence artefact?]	5	1	12	-2	3	7[fluorescence artefact?]	1
S=c1[nH]nc(-c2ccncc2)n1/N=C/c1ccccc1	4	-9[fluorescence artefact?]	5	7	11	-8	11	2[fluorescence artefact?]	-6
Cc1cccc(C)c1NC(=S)N(Cc1cccs1)C1CCCC1	1	-12	0	-1	7	-2	-10	0	-3
COc1ccc(NC(=O)N2c3ccccc3CC2C)cc1OC (stereo not drawn)	2	3[fluorescence artefact?]	0	-3	16	-3	2	-7	-4
O=C(OCc1cnc(Cl)s1)c1ccc(Cl)cc1	0	-5	-1	0	1	-5	-6	8	/
CSc1cccc(NC(=O)NCc2cccc(CNC(=O)Nc3cccc(SC)c3)c2)c1	7	5	0	6	9	2	/	0	1
O=C1c2c([N+](=O)[O-])cc([N+](=O)[O-])cc2S(=O)N1Cc1ccccc1 (stereo not drawn)	7	-9	-4	-2	7	-5	-5	11	16
CCCCn1nnc(NC(=O)c2ccc(-c3ccccc3)cc2)n1	0	6[fluorescence artefact?]	-3	-6	9	2	2	1	-4
CCCc1cc(=O)[nH]c(SCc2nc3ccccc3s2)n1	-2	4	-2	3	6	-13	-1	4	5
O=C(NC1CCCCCC1)c1ccc(=O)n(Cc2ccccc2)n1	-1	2	7	0	10	-4	-7	-1	10
COCCn1c(=S)[nH]c2ncccc2c1=O	6	-1	-2	-11	-5	2	-3	5	-6
CCCCc1nnc(NC(=O)CSc2nc(O)c(-c3ccccc3)c(=O)[nH]2)s1	-1	-5	8	3	8	5	-5	4	-2
CCOc1ccccc1NC(=O)C1C2CCC3C(CCC21)C3(Cl)Cl (stereo not drawn)	-2	11	-2	-5	0	-8	-11	2	9
CN(C)CCCOC(=O)c1cc2ccccc2o1	1	/	-1	17	22	-5	-14	/	1
CCOC(=O)c1sc(=S)n(-c2ccccc2)c1C	0	-2	-1	4	13	3	-15	8	3
Cc1c([N+](=O)[O-])c(C/C=N/O)nn1C	4	1	7	4	0	5	-14	-4	5
CCOC(=O)C1CCN(c2nc3cc(OC)ccc3cc2C#N)CC1	0	10[fluorescence artefact?]	-1	4	16	-10	-1	-1[fluorescence artefact?]	-7
COc1ccc(Oc2cccc(Cl)c2CNC(=O)c2ccccc2C(=O)O)cc1	6	-5	7	-2	5	-3	-4	0	-2
CCN=c1scc(-c2ccco2)n1/N=C/c1ccc(O)cc1	0	26	2	20	12	24	-21	3[fluorescence artefact?]	-7
COC(=O)CC1C(=O)NCCN1C(=S)Nc1cc(C)cc(C)c1 (stereo not drawn)	5	5	6	10	17	-16	-3	18	-4
Cn1c(N)c(C(=O)COc2ccc(Cl)cc2Cl)c(=O)n(C)c1=O	5	-8	-3	-1	6	1	-5	1	21
COc1cccc(/C=N/NC(=O)c2ccoc2C)c1	-9	-3	0	-4	-1	-5	-19	-2	/
COc1ccc(-n2nc(C(N)=O)c(O)cc2=O)cc1	6	-9	-1	0	10	-2	-13	-1	13
Cc1cccc(OC2(c3ccccc3)OC(=O)c3ccccc32)c1C (stereo not drawn)	0	-3	0	6	11	-4	-6	2	/
O=S(=O)(NC1CCCC1)c1ccccc1Br	/	1	/	-3	4	0	11	-4	-19
O=C(c1cc2ccccc2o1)N1CCCCCC1	-4	-1[fluorescence artefact?]	4	5	12	15	-16	2	-1
CCOc1cc(CN2CCCC(C(=O)c3cccc(C(F)(F)F)c3)C2)ccc1O (stereo not drawn)	4	0	-2	-6	5	-2	-3	2	6
COc1ccc(OC)c(NC(=O)NC2(C(F)(F)F)Oc3ccccc3O2)c1	-4	5	-1	1	8	-17	10	3	0
COc1ccc(/C=N\NS(=O)(=O)c2ccc(Cl)cc2)cc1COc1ccccc1[N+](=O)[O-]	1	-2[fluorescence artefact?]	2	8	19	47*	-41	1[fluorescence artefact?]	/
N#C/C(=C\c1ccc(F)cc1F)S(=O)(=O)c1ccccn1	8	-3	-1	4	4	2	-16	3	/
Cc1cc(C)c2c(CC(=O)Nc3ccc(Cl)cn3)coc2c1	1	-2	-2	5	0	-6	16	5	/
COc1c(Cl)cc(Cl)cc1C(=O)Nc1ccc(NC(C)=O)cc1	3	-12	-3	-1	6	5	0	3	31
COc1ccccc1NC(=O)COc1cccc(-n2cnnn2)c1	2	2	-2	1	13	5	3	-6	-23
Cn1c(NCc2ccccc2)cc(=O)n(C)c1=O	1	9[fluorescence artefact?]	6	2	16	-1	0	4	8
Cc1ccccc1-c1nc(-c2ccccn2)no1	-46	-11	4	-1	8	1	-77	-5	6
Cc1nnc(SCC2=C(C(=O)O)N3C(=O)C(NC(=O)C(C)n4nc(C(F)(F)F)cc4C)C3SC2)s1 (stereo not drawn)	7	-18	2	-2	6	-22	-9	4	6
COc1ccc(N(CC(=O)N2CCN(c3ccc(Cl)cc3)CC2)S(=O)(=O)c2c(C)n[nH]c2C)cc1	4	-9	0	4	8	0	-12	3	2
C=CCSc1nnc(COc2ccc(=O)n(-c3ccccc3)n2)n1CC	1	-1	-3	-7	8	-6	-5	-1	3
CCOC(=O)C(NC(=O)c1ccccc1F)(Nc1cc(C)on1)C(F)(F)F (stereo not drawn)	4	-7	0	8	13	-8	1	4[fluorescence artefact?]	/
COc1ccc(C(=O)C[n+]2ccc(N)c(C)c2C)cc1	10	0	0	-5	1	2	-14	-1	-31
